SENP6 inh = SENP6 protease inhibitors, primary screen, biochemical, luminescence, uHTS; Sentrin-specific protease 6 (Homo sapiens), Q9GZR1; Recombinant SENP6 catalytic domain, aminoluciferin luminescence; inhibition, % at 10 µM; hit rate 1.8% among 330,000; AID 2599, 2010;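 active means inhibition above about 50% at the single tested dose, limit read from the data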;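 further: plate controls were DMSO wells with enzyme for no effect and DMSO wells lacking enzyme for full effect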
UBC13 polyUb = UBC13 polyubiquitin chain formation inhibitors, primary screen, biochemical, TR-FRET, uHTS. inhibition, % at 20 µM. hit rate 0.47% among 330,000. Ubiquitin-conjugating enzyme E2 N (Homo sapiens), P61088; in the data active means inhibition above about 45%, passing the limit was not always enough
Target sequence (P61088 whole entry, looked up): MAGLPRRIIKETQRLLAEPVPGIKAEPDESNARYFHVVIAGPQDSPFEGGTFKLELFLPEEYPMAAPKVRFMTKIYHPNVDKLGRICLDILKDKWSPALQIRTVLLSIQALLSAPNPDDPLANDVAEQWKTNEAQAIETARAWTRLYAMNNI
PfG6PD inh = PfG6PD enzyme inhibitors, primary screen, biochemical, fluorescence intensity, uHTS. glucose-6-phosphate dehydrogenase-6-phosphogluconolactonase (Plasmodium falciparum 3D7). PfGluPho enzyme, NADPH resazurin-diaphorase fluorescence. inhibition, % at 20 µM. hit rate 0.78% among 350,000;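 active means inhibition reaching at least a set limit at 20 µM in the primary screen, cut at about 59% in these data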;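 further: 0% = DMSO wells with substrate and 100% = DMSO wells lacking glucose-6-phosphate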
beta cell repl = inducers of MIN6 beta-cell proliferation, primary screen, ATP luminescence, uHTS | MIN6 cells proliferation, ATPlite luminescence, 48 h; cells starved in 0.2% serum; 100% = growth in 10% serum | proliferation, % at 10 µM | hit rate 0.29% among 330,000 | AID 2380, 2010;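 active means compounds whose signal lies at least 3.5 SD above the mean of all wells on their plate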;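 further: 0% = DMSO-treated cells in low-serum medium and 100% = 10% serum control; some compounds called inactive have numbers as strong as hits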
SENP1 inh = human SENP1 catalytic domain inhibitors, primary screen, biochemical, FRET, uHTS | Sentrin-specific protease 1 (Homo sapiens), Q9P0U3 | recombinant SENP1 catalytic domain, CyPet-SUMO1-YPet FRET cleavage | inhibition, % at 10 µM | hit rate 0.21% among 360,000 | AID 624204, 2012;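 active means inhibition at least 30% at 10 µM, raw YFP signal under a set limit, fluorescence ratio 0.5 to 1.5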;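 further: 0% = enzyme with DMSO and 100% = no enzyme wells; some results filed as inactive read as strong as hits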
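Compound: 10 µM single point, 0.5% DMSO; Test system: hSENP1 catalytic domain, recombinant; Timing: 50 min reaction at room temperature; Technique: FRET, CFP and YFP emission; Control set: no-enzyme wells low, DMSO-plus-enzyme wells high control.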
SENP8 block-1 = human SENP8 protease inhibitors, primary screen, biochemical, fluorescence, Nedd8 protein substrate, uHTS; Sentrin-specific protease 8 (Homo sapiens), Q96LD8; recombinant SENP8; inhibition, % at 20 µM; hit rate 0.64% among 360,000; AID 602440, 2012; in the data active means inhibition mostly above about 40%, no sharp cut-off; inactive means mostly below about 27%
SENP8 block-2 = SENP8 protease inhibitors, primary screen, biochemical, luminescence | Sentrin-specific protease 8 (Homo sapiens), Q96LD8 | purified SENP8, Z-RLRGG-aminoluciferin cleavage | inhibition, % at 10 µM | hit rate 1.2% among 330,000 | AID 2540, 2010; in the data active means inhibition above about 50%
HKDC1 inhibitor = HKDC1 hexokinase inhibitors, primary screen, biochemical, fluorescence, uHTS | Q2TB90 | inhibition, % at 20 µM | hit rate 0.16% among 340,000 | AID 493160, 2011 | recombinant HKDC1, G6PDH/diaphorase resazurin coupled fluorescence;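 active means inhibition above about 35% when tested at 20 µM, limit read from the data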;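 further: plate controls were DMSO wells with enzyme for no effect and DMSO wells lacking enzyme for full effect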
Target sequence (Q2TB90 whole entry, looked up): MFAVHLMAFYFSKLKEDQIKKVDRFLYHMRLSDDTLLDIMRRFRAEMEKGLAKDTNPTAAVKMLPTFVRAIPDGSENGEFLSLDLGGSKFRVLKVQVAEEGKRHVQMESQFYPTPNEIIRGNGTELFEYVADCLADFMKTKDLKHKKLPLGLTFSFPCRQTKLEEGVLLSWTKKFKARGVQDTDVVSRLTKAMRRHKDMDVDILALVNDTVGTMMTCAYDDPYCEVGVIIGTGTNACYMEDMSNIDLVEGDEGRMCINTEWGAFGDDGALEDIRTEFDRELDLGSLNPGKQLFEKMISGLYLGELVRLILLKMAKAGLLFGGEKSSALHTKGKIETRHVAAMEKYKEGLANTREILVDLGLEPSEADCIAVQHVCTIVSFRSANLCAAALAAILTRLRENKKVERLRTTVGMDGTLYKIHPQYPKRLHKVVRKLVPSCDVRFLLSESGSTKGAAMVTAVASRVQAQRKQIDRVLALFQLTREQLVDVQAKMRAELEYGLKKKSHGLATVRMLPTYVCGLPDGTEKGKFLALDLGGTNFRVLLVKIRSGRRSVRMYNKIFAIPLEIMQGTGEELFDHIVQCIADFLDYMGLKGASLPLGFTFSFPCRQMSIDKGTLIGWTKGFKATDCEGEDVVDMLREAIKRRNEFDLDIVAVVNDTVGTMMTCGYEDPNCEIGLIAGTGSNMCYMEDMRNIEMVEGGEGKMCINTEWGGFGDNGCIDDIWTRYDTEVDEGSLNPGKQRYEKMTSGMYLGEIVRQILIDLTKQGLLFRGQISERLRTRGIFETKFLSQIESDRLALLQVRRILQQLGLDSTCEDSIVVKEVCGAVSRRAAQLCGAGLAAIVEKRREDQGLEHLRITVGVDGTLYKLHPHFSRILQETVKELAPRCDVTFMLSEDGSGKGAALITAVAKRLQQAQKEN
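Incubation: 90 min at room temperature in dark / Material: recombinant HKDC1 (HK5) hexokinase enzyme, produced in-house / Quantity: enzyme 5 µg/mL final / Compound: one dose of 20 µM, 1% DMSO / Reagent: glucose and ATP substrates / Buffer or medium: Tris pH 8.0 buffer with MgCl2, Tween-20, BSA, BME / Technique: resorufin fluorescence at 613 nm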
SENP7 block = SENP7 protease inhibitors, primary screen, biochemical, luminescence, uHTS | recombinant SENP7, Z-RLRGG-aminoluciferin luminescence, 40 min | inhibition, % at 5 µM | hit rate 1.5% among 330,000 | AID 434973, 2010;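 active means inhibition above about 50% at the single test dose, limit read from the data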;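 further: plate controls were DMSO with enzyme for no effect and no enzyme buffer wells for full effect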
The depositor's hits bear a star; i = inactive; nt = not tested or not shown. No enrichment for hits. Share with any hit: about 4%.

compound | SENP6 inh | UBC13 polyUb | PfG6PD inh | beta cell repl | SENP1 inh | SENP8 block-1 | SENP8 block-2 | HKDC1 inhibitor | SENP7 block
CC(=O)N1N=C2/C(=C/c3ccccc3)CCCC2C1c1ccccc1 (stereo not given) | -5 | 9 | -3 | -2 | 0 | -135 | 5 | 8 | 11
Cc1ccc(C(=O)c2nc(C(=O)NCCO)nc3ccccc23)cc1 | 13 | 3 | 15 | 2 | 6 | -15 | 0 | -2 | -1
COc1ccc(N(C(=O)c2snc(C(N)=O)c2N)C(C(=O)NC2CCCC2)c2ccc(F)cc2)c(OC)c1 (stereo not given) | -14 | 4 | -2 | -3 | -15 | -311 | -8 | -1 | -5
O=C(NCCN1CCOCC1)c1ccc(CSc2nc3ccncc3n2Cc2ccc(F)cc2)cc1 | -23 | -1 | -11 | -2 | 1 | 1 | 0 | -5 | -8
Cn1c(NCC(O)c2ccccc2)nc2c1c(=O)n(Cc1ccc(Cl)cc1)c(=O)n2C (stereo not given) | -6 | 8 | -8 | -1 | -3 | 7 | -1 | 2 | 3
O=C(CC12CC3CC(CC(C3)C1)C2)Nc1nncs1 | -3 | 3 | -3 | 8 | 0 | 10 | 0 | -4 | -1
CCOC(=O)C1=C(COC(=O)/C=C/c2cc(OC)c(OC)c(OC)c2)NC(=O)NC1C (stereo not given) | -5 | 9 | 7 | 1 | -1 | -388 | -8 | -1 | 3
CCOC(=O)c1ccc(-n2c(C)nc3c(cnn3-c3ccccc3C)c2=O)cc1 | -9 | -8 | 3 | 0 | 0 | 10 | -9 | -5 | 7
CCN(CC)C(=O)C(C)OC(=O)COc1ccc(Cl)cc1Cl (stereo not given) | -4 | 7 | -19 | -3 | 6 | 20 | -4 | 0 | 0
Cc1cc(-c2cccc(Br)c2)c(C#N)c(N)n1 | 0 | 21 | 8 | 0 | -36 | -416 | 1 | -9 | 6
COc1cc(OC)c(NC(=O)c2ccco2)cc1Cl | -8 | -6 | 12 | -4 | 1 | 8 | -7 | 7 | -1
N=C1c2ccccc2CN1NC(=O)CC12CC3CC(CC(C3)C1)C2 | -22 | -3 | -5 | 0 | 9 | -4 | -2 | -5 | -4
COc1ccc(CCn2c(C)c(C(C)=O)c3cc(OC(=O)c4ccco4)ccc32)cc1OC | 10 | 2 | 26 | -2 | 2 | 3 | -6 | 8 | 4
COc1ccc(Cl)c(NC(=O)Cn2nnc(-c3ccccc3N)n2)c1 | -14 | 11 | 19 | -3 | 3 | 5 | 3 | -7 | -2
CCN1CCN(C(=O)c2cn(CCOC)c(=O)c3c2c2ccccc2n3C)CC1 | -2 | 7 | -4 | -1 | -14 | -297 | 0 | 7 | 1
CCOc1ccc(S(=O)(=O)N2CCN(C(=S)NCc3ccco3)CC2)cc1 | 8 | 8 | 14 | 1 | 1 | 5 | 8 | -4 | 7
Nc1cc(C(=O)O)ccc1Nc1ccc(F)c(F)c1 | 12 | -7 | -7 | -1 | 3 | -356 | -3 | 8 | -6
O=C(CN1C(=O)S/C(=C\c2ccc(O)c([N+](=O)[O-])c2)C1=O)Nc1ccc(N2CCOCC2)cc1 | -2 | -74 | 14 | 1 | -1 | 28 | 6 | 19 | -16
CC(C)c1ccc(S(=O)(=O)N2CCN(C(C)C(=O)N3CCCC3)CC2)cc1 (stereo not given) | -4 | 1 | -13 | 5 | 0 | 3 | -5 | 3 | 11
CCCCCOc1ccc(C(=O)N(Cc2ccco2)C2CCS(=O)(=O)C2)cc1 (stereo not given) | -9 | 7 | 0 | 1 | -2 | 19 | -1 | -3 | 3
CCOC(=O)C1Cc2c([nH]c3ccccc23)C(C)N1 (stereo not given) | -4 | 0 | 6 | 2 | -5 | 6 | -6 | -11 | -6
Nc1c(C(=O)N2CCCCCC2)oc2ccccc12 | 16 | -3 | -2 | -1 | 3 | -465 | 0 | -3 | -2
COc1ccc(OC)c(/C=N/NC(=O)CNC(=O)c2ccc(S(=O)(=O)N3CCOCC3)cc2)c1 | 2 | -3 | 14 | 0 | 2 | 9 | 0 | -10 | 8
CCCCn1nc2cc(C(=O)NCc3ccc(OC(F)(F)F)cc3)ccc2c1OC | -1 | 23 | 19 | -5 | 3 | i | 1 | 2 | -2
Cc1ccc(CN2[C@@H](Cc3ccccc3)C(=O)CS2(=O)=O)cc1 | 8 | -23 | -5 | -3 | -17 | -34 | 4 | -4 | 4

A run of entries of the results above:
compound | SENP6 inh | UBC13 polyUb | PfG6PD inh | beta cell repl | SENP1 inh | SENP8 block-1 | SENP8 block-2 | HKDC1 inhibitor | SENP7 block
CCCCn1nc2cc(C(=O)NCc3ccc(OC(F)(F)F)cc3)ccc2c1OC | -1 | 23 | 19 | -5 | 3 | i | 1 | 2 | -2
Cc1ccc(CN2[C@@H](Cc3ccccc3)C(=O)CS2(=O)=O)cc1 | 8 | -23 | -5 | -3 | -17 | -34 | 4 | -4 | 4

Further records follow:
compound | SENP6 inh | UBC13 polyUb | PfG6PD inh | beta cell repl | SENP1 inh | SENP8 block-1 | SENP8 block-2 | HKDC1 inhibitor | SENP7 block
C/C(=N\NC(=O)COc1ccc([N+](=O)[O-])cc1)c1ccco1 | 0 | -2 | 7 | -4 | 2 | 6 | 6 | 0 | -3
O=S(=O)(NCCc1nc2ccccc2[nH]1)c1ccccc1 | nt | nt | -2 | nt | -7 | -4 | nt | 0 | nt
CS(=O)(=O)N(CC(=O)NCCSc1ccccn1)c1ccc(F)cc1 | 1 | 1 | -11 | -2 | -1 | -1 | 2 | -1 | 4
COc1ccc(CNC(=O)CSc2ncn[nH]2)cc1 | -23 | -3 | -3 | 3 | -1 | 26 | -6 | 10 | 12
Cc1nn(Cc2ccccc2Cl)c(C)c1NC(=O)c1ccn(C)n1 | -25 | -10 | -13 | 0 | 3 | 10 | -1 | -7 | -5
Cc1cc(C(=O)NCc2ccccc2F)cs1 | -34 | -12 | 3 | 0 | 1 | 8 | -4 | -10 | 8
O=C(O)COCC(=O)Nc1ccc(-n2cnnn2)cc1 | -16 | 12 | 7 | 0 | 4 | 10 | -3 | 0 | 8
O=C(CN1C(=O)c2ccccc2S1(=O)=O)NC1CCCCC1 | -4 | 2 | -9 | 7 | 1 | 4 | 4 | -6 | -2
CN(C)c1ccc(CN2CCC(C(N)=O)CC2)cc1 | -14 | -3 | -3 | 4 | 3 | 16 | 2 | -8 | -2
O=C(CNC(=O)c1ccc(Br)o1)Nc1ccncc1 | -9 | -2 | -4 | -1 | 0 | 0 | -4 | -6 | -6
COc1cc(/C=C/C(=O)OCc2csc(CC(=O)Nc3ccc(C)cc3)n2)ccc1OCC#N | -26 | 4 | -6 | -7 | -9 | -74 | -23 | 1 | -15
CCOc1ccc2nc(N=NC3=C(O)CC(C)(C)CC3=O)sc2c1 | -10 | -108 | 8 | -5 | -4 | 14 | 7 | -12 | 8
O=C1CCN(Cc2ccc([N+](=O)[O-])cc2)CCN1[C@H](CO)Cc1ccccc1 | 7 | 7 | -7 | -2 | 1 | 5 | 1 | -2 | 2
CCOc1ccc(-c2nc(C#N)c(N3CCN(C)CC3)o2)cc1 | 4 | 3 | -2 | -1 | 2 | -286 | 1 | 3 | 8
CC(C)(C)c1ccc(C(=O)N2CCC(=O)N(C(COCc3ccccc3)Cc3ccccc3)CC2)cc1 (stereo not given) | -18 | 12 | 22 | -8 | 1 | 5 | 0 | 1 | -1
O=C(O)c1ccccc1C(=O)c1ccc(N2CCOCC2)c([N+](=O)[O-])c1 | -9 | -16 | -2 | -1 | 1 | 23 | -2 | -8 | 0
O=C(c1cccc(Oc2ccc([N+](=O)[O-])cc2)c1)N1CCOCC1 | 5 | 3 | 0 | -3 | -1 | 6 | 3 | 3 | -1
COc1ccc(-c2cc(C(=O)NCc3ccccc3)no2)cc1OC | 3 | 5 | 9 | -4 | 0 | -22 | 4 | -12 | 1
COc1ccc2cc3c(N)nn(C(=O)c4cccc(F)c4)c3nc2c1 | -3 | 3 | -12 | 2 | 0 | 14 | -3 | 13 | -4
CCCN1CCN(C(=O)CCn2c(=O)c3cccn3c3cccnc32)CC1 | -18 | 6 | -8 | -2 | -1 | -15 | 6 | -1 | 4
Cc1sc(NC(=O)c2cccs2)nc1-c1ccccc1 | -32 | 15 | 11 | -5 | -1 | -31 | -16 | 3 | -7
CC(=O)Nc1ccc(-c2csc(NC(=O)CC(NC(C)=O)c3ccccc3)n2)cc1 (stereo not given) | 11 | -6 | 18 | 0 | 0 | -67 | 5 | -1 | 9
O=C(NCC(=O)N(Cc1cccs1)C(C(=O)NC1CCCC1)c1ccncc1)c1ccco1 (stereo not given) | 6 | 5 | 3 | 1 | -3 | 9 | 2 | -1 | 4
CCN(CC(=O)Nc1ccc(OC)cc1)C(=O)c1ccc2ccccc2c1 | -9 | -10 | -3 | -2 | 0 | 0 | -13 | 3 | -10
CN=C(C)/C(C(=O)OC)=C(/O)c1c(F)cccc1F | -30 | 4 | 8 | -1 | 2 | 4 | -6 | -3 | 8
CC(=O)Nc1ccc(NC(=O)CSc2nnc(-c3cccs3)n2C)cc1 | 0 | -1 | -9 | 2 | -1 | 12 | -5 | -4 | -5
CCC1CCCCN1c1ccc([N+](=O)[O-])cc1/C=N/NC(=O)Cn1c2ccccc2c(=O)c2ccccc21 (stereo not given) | -19 | -13 | 0 | -1 | -65 | -114 | -10 | 0 | -8
O=C(Cc1ccccc1)NNC(=O)c1ccc(NC(=O)c2ccccc2)cc1 | -5 | -2 | -25 | -1 | 1 | 0 | -1 | 8 | 3
CC(=O)c1ccc(NC(=S)N2CCN(S(=O)(=O)c3ccc(F)cc3)CC2)cc1 | -3 | 8 | 5 | 2 | 2 | -2 | -10 | 0 | -10
N#CCCN(C(=O)COC(=O)CCN=C1NS(=O)(=O)c2ccccc21)c1ccc(F)cc1 | 12 | 0 | -7 | -3 | 0 | 13 | 7 | 0 | -2
CCCc1cc(NC(=O)COC(=O)c2ccc(O)cc2O)n(-c2ccccc2)n1 | 2 | 5 | -1 | -1 | 0 | 3 | 4 | -1 | 0
CC1CC(=O)N(CC(=O)NC2CCCCC2)c2ccccc2S1 (stereo not given) | 3 | 6 | 10 | 0 | -1 | 5 | -2 | -2 | 4
Cc1ccc(OCCCSc2n[nH]c(N)n2)cc1 | -11 | -4 | 7 | -3 | 0 | 14 | -1 | -2 | 0
O=C(c1ccco1)N1CCN(C(=O)c2ccc(CS(=O)c3cccc(Cl)c3)o2)CC1 (stereo not given) | -17 | 2 | 12 | 2 | 0 | -1 | 10 | -4 | -6
N#Cc1ccccc1OCC(=O)NCC(c1ccc(F)cc1)N1CCOCC1 (stereo not given) | -10 | 1 | 2 | 0 | 2 | 7 | 0 | -8 | 7

Bioassay records deposited in PubChem by Sanford-Burnham Center for Chemical Genomics.
